USP2a inh – qHTS Assay for Inhibitors of Ubiquitin-specific Protease USP2a Using CHOP2 as the Reporter | USP2 core, Ub-CHOP2 coupled fluorogenic reporter, 485/531 | Potency, µM (titrated, usually from 38.3 µM), for inactives: top-dose activity change, negative = inhibition, usual class: inhibitors | 0.01% of 330,000 active | AID 463254, 2010;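 further: potency means the concentration at half of the fitted maximal effect; plate controls were DMSO wells for no effect and full inhibition by NEM control for full effect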
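Cell-free coupled assay: 10nM USP2 core preincubated 30min RT with compound in Tris-HCl pH 8.0/CaCl2/CHAPS buffer, then 25nM Ub-CHOP2 and 25nM reporter substrate; fluorescence (Ex 485/Em 531) read after 60min RT, normalized to NEM inhibition, concentration-response curves fitted.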
Chronic BCR inh – qHTS Assay to Find Inhibitors of Chronic Active B-Cell Receptor Signaling; Potency, µM (top dose mostly 46.1 µM), inactives show top-dose ratio change, negative = lower green/red ratio, usual class: inhibitors; 0.05% of 340,000 active; ABC-DLBCL IkBa-CBG/CBR reporter, luminescence ratio, 4 h; active means well fitted inhibition curve with a large enough effect in the signal ratio, with a control signal flat, not every such curve was filed as active; inconclusive means small, poorly fitted or top-dose-only effect, or effect the other way, or a change in a side signal; the % refers to the signal ratio;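 further: potency means the concentration at half of the fitted maximal effect; plate controls were basal doxycycline-induced cells for no effect and cells given 10 µM MG132 for full effect; MG132 reads +100%, hits lower the ratio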
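Cell line TMD8 (human ABC DLBCL), stably expressing tet-inducible CBG68-IkBa fusion and CBR; IMDM/0.5% FBS; cpd up to 46 uM; dox induction, 4 h, 37C/5% CO2; dual luminescence; green/red ratio; MG132 control.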
GALK inhibitor – qHTS Assay for Inhibitors of Human Galactokinase (GALK) | Purified GALK, Kinase-Glo residual ATP luminescence | Potency, µM (top dose mostly 57.5 µM), without a hit: at the top dose activity change, negative = inhibition, usual class: inhibitors | 0.007% of 270,000 active | AID 1868, 2009; further: potency means the concentration at half of the fitted maximal effect
Target sequence (P51570 whole entry, looked up): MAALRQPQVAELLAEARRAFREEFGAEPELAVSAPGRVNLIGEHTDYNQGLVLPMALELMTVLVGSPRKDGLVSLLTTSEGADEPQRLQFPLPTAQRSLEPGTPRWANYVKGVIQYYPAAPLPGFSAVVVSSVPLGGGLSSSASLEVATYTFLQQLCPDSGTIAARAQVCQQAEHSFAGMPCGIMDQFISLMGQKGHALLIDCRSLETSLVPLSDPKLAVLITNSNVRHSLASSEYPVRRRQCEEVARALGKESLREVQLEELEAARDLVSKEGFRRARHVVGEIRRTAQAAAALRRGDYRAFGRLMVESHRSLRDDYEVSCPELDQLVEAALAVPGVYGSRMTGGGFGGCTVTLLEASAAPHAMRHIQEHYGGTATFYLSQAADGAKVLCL
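Compounds were pin-transferred into ATP buffer (35 uM final), then GALK plus galactose (5 nM, 100 uM final) was added. After 1 h at room temperature, Kinase-Glo Plus was added and luminescence read after 10 min.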
uPA surface inh – qHTS for Inhibitors of Cell Surface uPA Generation; Potency, µM (series often up to 38.3 µM), inactives show at the highest dose activity change, negative = inhibition, most hits filed as inhibitors; 0.31% of 330,000 active; cell surface uPA generation assay, qHTS; AID 540303, 2011; active means well fitted inhibition curve with a large enough effect; inconclusive means small, poorly fitted or top-dose-only effect; inactive means no such curve, though single readings can be large or run the other way; tested in mouse RAW 264.7 cells; further: potency means the concentration at half of the fitted maximal effect; nearly all actives have a fitted effect of over 55% in size
Coupling enz – qHTS Assay for Inhibitors of Fructose-1,6-bisphosphate Aldolase from Giardia Lamblia: Coupling assay counterscreen; activity change, negative = inhibition, % at 58.2 µM, hits read low; coupling enzyme system counterscreen, AmpLite Red fluorescence; 0.67% of 290,000 active; in the data active means activity change below about -30%
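Final compound at 57.5 uM, incubated 10 min at RT with coupling enzyme reagent (glyceraldehyde-3-phosphate), then 20 min with substrate and AmpLite Red detection. Fluorescence read at 525/598 nm; tests interference with the coupling assay, not aldolase inhibition.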
Eya2 phos inh – qHTS Assay for Inhibitors of the Phosphatase Activity of Eya2 | Potency, µM (top dose mostly 76.9 µM), without a hit: at the top dose activity, negative = inhibition, actives largely listed as inhibitors | 0.006% of 330,000 active | recombinant Eya2, OMFP fluorescence dephosphorylation (OMFP is methylfluorescein phosphate); further: potency means the concentration at half of the fitted maximal effect
Target sequence (O00167 whole entry, looked up): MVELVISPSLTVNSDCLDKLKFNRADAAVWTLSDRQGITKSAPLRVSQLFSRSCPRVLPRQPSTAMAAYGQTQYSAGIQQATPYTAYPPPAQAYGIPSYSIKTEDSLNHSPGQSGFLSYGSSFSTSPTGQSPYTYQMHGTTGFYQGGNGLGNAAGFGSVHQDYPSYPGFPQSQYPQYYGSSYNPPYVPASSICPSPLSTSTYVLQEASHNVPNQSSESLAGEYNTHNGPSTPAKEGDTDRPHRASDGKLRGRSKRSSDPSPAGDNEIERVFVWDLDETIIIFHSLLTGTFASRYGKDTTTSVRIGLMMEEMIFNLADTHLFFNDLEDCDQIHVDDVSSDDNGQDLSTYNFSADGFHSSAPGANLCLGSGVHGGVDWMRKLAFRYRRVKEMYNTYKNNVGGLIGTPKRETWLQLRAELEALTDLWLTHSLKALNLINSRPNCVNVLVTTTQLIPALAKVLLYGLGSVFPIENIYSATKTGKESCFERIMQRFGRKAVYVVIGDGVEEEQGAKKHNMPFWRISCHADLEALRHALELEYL
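Eya2 (0.2 uM) preincubated 10 min at ambient with compound, then OMFP substrate added at 50 uM; 10 min reaction in 50 mM HEPES pH 7.5, 50 mM NaCl, 5 uM MgCl2, 0.05% BSA, 1 mM DTT. Fluorescence read at Ex 485/Em 525 nm.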
Giardia killer – Small Molecules that selectively kill Giardia lamblia: qHTS; Giardia lamblia trophozoite viability; activity change, % at 7.66 µM, hits read low; 0.15% of 340,000 active; in the data active means activity change below about -80%; inconclusive means between about -30% and that limit;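 further: parasites exposed to compound for two days anaerobically before the ATP read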
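Compounds were tested on trophozoites seeded at 100 cells/well and held 48 hrs at 37 deg C anaerobically. An ATP-based luminescent kit measured the remaining live cells.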
PKM2 act – qHTS Assay for Activators of Human Muscle isoform 2 Pyruvate Kinase. purified PKM2, Kinase-Glo ATP luminescence, activation; response scale: 0% is enzyme alone, no compound. Pyruvate kinase PKM (Homo sapiens), P14618. 0.34% of 260,000 active. Potency, µM (top dose mostly 57.5 µM), for inactives: at the highest dose activation, hits mostly activators. AID 1631, 2009; further: potency means the concentration at half of the fitted maximal effect; nearly all actives have a fitted effect of over 55% in size
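Purified hPK-M2 (>95% pure) converted ADP (0.1 mM final) to ATP with 0.5 mM PEP in 50 mM imidazole pH7.2, KCl, MgCl2, Tween 20, BSA; 1 h at room temperature. ATP detected by Kinase-Glo luminescence.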
KCNH2 WT inh – qHTS for Inhibitors of KCHN2 3.1: Wildtype qHTS; Voltage-gated inwardly rectifying potassium channel KCNH2 (Homo sapiens), Q12809; 0.37% of 340,000 active; AID 720551, 2013; activity change, % at 1.84 µM; U2OS, BacMam KCNH2, thallium flux FluxOr; active compounds read low;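 active means maximum activity change below -70%; inconclusive means maximum activity change between -70% and -50%; inactive means maximum activity change above -50%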
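U2OS cells transduced with wild-type KCNH2 virus are loaded with FluxOr dye for 45 min, and thallium flux is measured in kinetic reads before and after stimulation buffer. Rate constants are normalized to DMSO controls.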
B2AR arrestin – qHTS assay of beta-arrestin-biased ligands of beta2-adrenergic receptor; Beta-2 adrenergic receptor (Homo sapiens), P07550; beta-arrestin recruitment to beta2AR, cell-based reporter; Potency, µM (series often up to 46.1 µM), inactives show at the highest dose activation, most hits filed as activators; 0.02% of 330,000 active; AID 492947, 2010;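 further: potency means the concentration at half of the fitted maximal effect; 0% = DMSO controls and full agonism = EC100 isoproterenol or metaproterenol; nearly all actives have a fitted effect of over 65% in size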
KCNH2 3.1 block – qHTS for Inhibitors of KCHN2 3.1: Mutant qHTS; Potassium voltage-gated channel subfamily H member 2, brain isoform KCNH2 3.1 (human); U2OS KCNH2 3.1, thallium flux FluxOr; active compounds read low; activity change, % (tested at about 1.8 µM); 0.95% of 340,000 active;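 active means maximum activity change below -70%; inconclusive means maximum activity change from -70% to -50%; inactive means maximum activity change above -50%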;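 further: thallium influx rate constant from kinetic fluorescence after stimulation buffer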
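Thallium flux via FluxOr fluorescence (Red40 quencher, 45 min loading) in U2OS cells virally expressing the KCNH2 3.1 isoform (1.77 x 10^8 /mL virus, overnight at 37 C). Rate constants from 2-min kinetic reads post-stimulation, normalised to positive and negative controls.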
* hit, by the source's call; ? = inconclusive; . = not tested or not shown; & = joins results of further samples; [ ] = dose if it differs, or a comment. Unless noted, the call rests on the fitted dose curve; in most records, active means well fitted curve in the direction sought with a large enough effect; inconclusive means small, poorly fitted or top-dose-only effect, or another doubt; inactive means no such curve, though single readings can be large; an effect the other way counts as inactive or inconclusive. Unless noted, on the % scale 0 is the no-effect control and ±100 the full control effect. Hits appear at their usual frequency; overall some 2.4% were active at least once.

No.	SMILES	USP2a inh	Chronic BCR inh	GALK inhibitor	uPA surface inh	Coupling enz	Eya2 phos inh
1	O=C(Nc1cccc(C(F)(F)F)c1)NC1CCCCC1	1%	?	0%	-4%	-2	-11%
2	Cc1cc(C)cc(OCC(=O)OCC(=O)N(C)CC(=O)Nc2ccc(F)cc2)c1	0%	8%	.	1%	.	-8%
3	Cc1ccc(S(=O)(=O)n2ccc3cccnc32)cc1	1%	-11%	-1%	2%	1	-12%
4	N#CCCN(C(=O)COC(=O)CCc1nc2ccccc2c(=O)[nH]1)c1ccccc1F	3%	4%	.	-13%	.	6%
5	C=CCn1c(C#N)c(N)sc1=N	1%	3%	-2%	0%	3	7%
6	COCCN(C(=O)C1=COCCO1)c1c(N)n(Cc2ccccc2)c(=O)[nH]c1=O	0%	0%	6%	10%	.	3%
7	COCCn1c(SCCN2CCCCC2)nc2ccccc2c1=O	4%	4%	0%	1%	-1	6%
8	CCC(=O)Nc1sc2c(c1C#N)CC(C)(C)NC2(C)C	-1%	2%	-5%	-3%	1	11%

No.	Giardia killer	PKM2 act	KCNH2 WT inh	B2AR arrestin	KCNH2 3.1 block
1	-9	-1%	-1	-0.2%	0
2	-5	.	-11	0.2%	4
3	-5	27%	2	-0.1%	6
4	-2	.	7	0.1%	9
5	2	6%	-2	-0.2%	3
6	6	-12%	-8	-0.2%	-2
7	1	-2%	0	0.0%	-15
8	0	-3%	2	-0.9%	10

Additional records follow:
No.	SMILES	USP2a inh	Chronic BCR inh	GALK inhibitor	uPA surface inh	Coupling enz	Eya2 phos inh
9	CCOCCCn1c(=S)[nH]c2cc3c(cc2c1=O)OCO3	2%	3%	1%	5%	0	6%
10	C[C@H](NC(=O)c1nc[nH]c1C(=O)N1CCN(C(=O)OC(C)(C)C)CC1)c1ccccc1	2%	8%	.	10%	.	7%
11	O=S(=O)(c1ccc(Br)cc1)N1CCC2(CC1)OCCO2	2%	-2%	4%	-2%	.	-3%
12	CCCCn1c(N)c(N(CCOC)C(=O)COC(=O)c2cc(CC)c(C)s2)c(=O)[nH]c1=O	1%	-6%	.	-5%	.	6%
13	Cc1ccc2[nH]c(C(=O)O)c(NC(=O)CN3CCN(c4cccc(C)c4C)CC3)c2c1	1%	?	-5%	-1%	6	26%
14	CCOC(=O)c1cc2c(nc1N)CC(C)(CC)OC2 (stereo not given)	8%	?	0%	-3%	1	12%
15	CCCOc1ccc(NC(=O)Cc2ccc(S(=O)(=O)N3CCOCC3)s2)cc1OCCC	-1%	-3%	.	5%	.	-29%
16	Cn1cc(C(=O)NCc2ccccc2F)cn1	3%	0%	2%	-3%	3	0%

No.	Giardia killer	PKM2 act	KCNH2 WT inh	B2AR arrestin	KCNH2 3.1 block
9	-4	11%	3	-0.3%	2
10	-6	.	.	0.1%	.
11	-2	-3%	3	-1.4%	-8
12	42[activator]	.	5	0.0%	10
13	-1	-1%	-1	0.1%	9
14	16	3%	2	-0.5%	0
15	-20	.	9	-0.2%	-2
16	-10	2%	-13	-0.8%	-3

Next structures follow.
No.	SMILES	USP2a inh	Chronic BCR inh	GALK inhibitor	uPA surface inh	Coupling enz	Eya2 phos inh
17	CCc1nccn1S(=O)(=O)c1ccc(Br)cc1Br	0%	1%	4%	3%	-1	15%
18	CCOC(=O)[C@@H]1[C@H]2COc3cc(OC)ccc3[C@H]2N2C(=O)N(c3ccc(C(F)(F)F)cc3)C(=O)[C@@]12C	-1%	1%	.	6%	-5	-20%
19	CCN(CC(=O)NCc1ccccc1Cl)CC(=O)Nc1c(F)cccc1F	0%	?	-1%	7%	2	4%
20	NC(=O)Cc1nc(-c2ccc([N+](=O)[O-])cc2)cs1	-7%	1%	0%	7%	0	4%
21	CCN(CC)CCN(C(=O)c1ccc2ccccc2c1)c1nc2cc3c(cc2s1)OCO3	2%	-9%	-5%	0%	-1	2%
22	O=C1CCCN1CCCNS(=O)(=O)c1ccc(Cl)c(C(=O)N2CCOCC2)c1	1%	?	0%	0%	4	-25%
23	CN(C)S(=O)(=O)c1ccc(Cl)c(NC(=O)COC(=O)/C=C/c2ccco2)c1	2%	-1%	-3%	5%	-1	-7%
24	CCc1ccc2nc(N(CCCN(C)C)C(=O)c3ccc(S(=O)(=O)N4CCCC4)cc3)sc2c1	1%	0%	4%	-19%	.	-10%

No.	Giardia killer	PKM2 act	KCNH2 WT inh	B2AR arrestin	KCNH2 3.1 block
17	5	-3%	-11	-0.9%	18
18	10	0%	-2	-1.0%	-12
19	13	3%	-1	-0.3%	-1
20	15	-5%	-7	0.1%	11
21	28	-1%	17	0.5%	-8
22	-5	3%	5	0.1%	3
23	-18	3%	-1	-0.1%	-8
24	-12	0%	30	-0.4%	-20

Continued:
No.	SMILES	USP2a inh	Chronic BCR inh	GALK inhibitor	uPA surface inh	Coupling enz	Eya2 phos inh
25	Cc1nccn1CC(=O)N/N=C/c1ccc(O)c(O)c1	1%	0%	0%	.	-5	3%
26	C[C@H](NS(=O)(=O)c1ccc2c(c1)OCCCO2)C(=O)N1CCN(c2ccc(F)cc2)CC1	-6%	0%	.	0%	.	0%
27	Cn1c([N+](=O)[O-])cnc1COC(N)=O	-4%	-14%	-3%	14%	4&1&1	4%
28	CC(=O)C1=C(C)NC(=O)NC1c1ccc2c(c1)OCO2 (stereo not given)	5%	3%	-1%	-2%	6	-5%
29	COc1ccccc1C(=O)NC(=O)COC(=O)c1cccc(NC(C)=O)c1	1%	?	-2%	0%	.	-4%
30	O=C1NC[C@H](Cc2ccc(O)cc2)N(CCc2cccc3ccccc23)C1=O	4%	-12%	-3%	2%	17	-8%
31	O=S(=O)(c1ccc(Cl)cc1)N1CCN(Cc2cccnc2)CC1	-3%	-19%	5%	-2%	2	?
32	Cc1nc2c(-c3ccc(F)cc3)c(C)nn2c(C)c1CCC(=O)N1CCN(c2ccc(F)cc2)CC1	2%	?	2%	4%	-2	-9%

No.	Giardia killer	PKM2 act	KCNH2 WT inh	B2AR arrestin	KCNH2 3.1 block
25	.	-1%	.	-0.5%	.
26	13	.	2	-0.3%	-15
27	-90*	14%	-13	-0.2%	-3
28	3	.	-6	0.6%	11
29	2	0%	-3	-1.5%	.
30	-29	3%	-6	-0.1%	11
31	10	.	0	-0.2%	3
32	-25	8%	-1	0.0%	-30

Reprinted from the part before: two entries, then new ones.
No.	SMILES	USP2a inh	Chronic BCR inh	GALK inhibitor	uPA surface inh	Coupling enz	Eya2 phos inh
31	O=S(=O)(c1ccc(Cl)cc1)N1CCN(Cc2cccnc2)CC1	-3%	-19%	5%	-2%	2	?
32	Cc1nc2c(-c3ccc(F)cc3)c(C)nn2c(C)c1CCC(=O)N1CCN(c2ccc(F)cc2)CC1	2%	?	2%	4%	-2	-9%
33	CCc1ccc(N(CC(=O)O)S(=O)(=O)c2c(C)noc2C)cc1	-1%	-6%	2%	-3%	7	-4%
34	COC(=O)c1ccccc1NC(=O)CN(Cc1ccc(Cl)cc1)S(C)(=O)=O	2%	-1%	3%	.	0	-4%
35	COc1ccccc1-n1cc(CN2CCN(C3CCCCC3)C(CCO)C2)cn1 (stereo not given)	4%	?	3%	-3%	0	9%
36	COc1ccc(-n2c(SC3CCOC3=O)nc3ccccc32)cc1 (stereo not given)	0%	-2%	5%	-3%	-1	-5%
37	CC(C)[C@H](NC(=O)c1ccccc1Cl)C(=O)OCc1cc(=O)n2cc(Br)ccc2n1	0%	?	-2%	0%	4	8%
38	Cc1cc(C(=O)N/N=C/c2cc(Cl)cc([N+](=O)[O-])c2O)c2ccccc2n1	-3%	0%	.	-7%	-3	-6%
39	Cc1ccc(-n2ncc3c(N4CCCC4)ncnc32)c(C)c1	1%	?	1%	-1%	-15	-1%

No.	Giardia killer	PKM2 act	KCNH2 WT inh	B2AR arrestin	KCNH2 3.1 block
31	10	.	0	-0.2%	3
32	-25	8%	-1	0.0%	-30
33	15	-2%	-14	-0.5%	3
34	31[activator]	0%	6	-0.1%	11
35	21	0%	21	-0.8%	-9
36	-4	0%	4	-0.2%	1
37	10	-2%	-19	0.0%	-3
38	-8	-17%	-18	0.8%	10
39	6	25µM*	6	-0.5%	-9

High-throughput results deposited in PubChem BioAssay by National Center for Advancing Translational Sciences (NCATS).
